TbHK1 inh – T. brucei hexokinase 1 inhibition. inhibition, % at 10 µM. 220,000 compounds, 0.11% hits. recombinant TbHK1, G6PDH-coupled NADH A340;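 active = inhibition of 50% or more in the single-dose primary screen; inactive = inhibition below 50%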
CHOP inh – CHOP inhibition in unfolded protein response; CHO-K1 CHOP-promoter luciferase, tunicamycin-induced, 15-18 h; 220,000 compounds, 3.8% hits; inhibition, % at 10 µM;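 active = compounds that reduced the stress-induced luciferase reporter signal by more than about 70% of percent inhibition, limit read from the data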;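 also: 0% = tunicamycin plus vehicle and 100% = wells without tunicamycin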
Wee1 stabilizer – blocks degradation of human Wee1 kinase. HeLa Luc-Wee1K328M stability, luciferase luminescence; 100% = proteasome inhibitor MG132 effect. reporter increase, % at 5 µM. 220,000 compounds, 1.2% hits. AID 1321;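 active = activation above the mean of all tested compounds plus 3 SD, set per screening run, cut at about 8.8% in these data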;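 also: cells exposed to compound for 20 h before luminescence read; 0% = DMSO alone and 100% = MG132 at 30 µM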
FXIa inh 1536 – blocks human coagulation factor XIa protease activity | P03951 | purified FXIa, Boc-Glu-Ala-Arg-AMC fluorogenic substrate | inhibition, % at 5 µM | 220,000 compounds, 0.14% hits | AID 798;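 active = inhibition of at least 40%; inactive = inhibition below 40%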;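 also: fluorescence of freed AMC excited at 355 nm; 0% = enzyme without compound and 100% = no enzyme blank; many of its hits are not listed in these tables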
EP2 antag – inhibitors of human EP2 prostaglandin E2 receptor; C6 glioma cells expressing human EP2, cAMP TR-FRET; cells stimulated with saturating PGE2; P43116; 260,000 compounds, 0.52% hits; inhibition, % at 25 µM; AID 1422;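 active = percent inhibition above 40 after rounding to a whole number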;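 also: rat C6 glioma host cells with rolipram phosphodiesterase inhibitor present; the protocol text gives 20 µM as final concentration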
Target sequence (P43116 whole entry, looked up): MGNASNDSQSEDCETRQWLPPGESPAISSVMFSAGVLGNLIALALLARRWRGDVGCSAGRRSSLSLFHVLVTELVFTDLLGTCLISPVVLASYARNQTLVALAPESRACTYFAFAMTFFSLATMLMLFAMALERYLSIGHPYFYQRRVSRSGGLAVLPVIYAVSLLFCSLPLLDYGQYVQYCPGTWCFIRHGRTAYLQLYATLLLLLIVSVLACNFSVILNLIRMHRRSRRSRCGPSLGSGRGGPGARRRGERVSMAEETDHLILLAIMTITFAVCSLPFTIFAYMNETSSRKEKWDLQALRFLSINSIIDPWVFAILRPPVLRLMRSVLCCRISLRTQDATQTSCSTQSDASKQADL
TNF necrop inh – blocks TNF-alpha induced death of Jurkat FADD-/- cells. Jurkat FADD-/- TNF necroptosis rescue, ATP luminescence, 24 h; 0 = TNF only, 100 = no-TNF cells. activation (protection from cell death), % at 10 µM. 220,000 compounds, 0.068% hits. AID 463075;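 active = activation, meaning protection from cell death, of at least 50% relative to plate controls; inactive = activation below 50%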;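 also: necroptosis triggered by 40 ng/mL TNF-alpha added together with compound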
PPC-1+TRAIL kill – PPC-1 cancer cell killing with TRAIL present | PPC-1 cells + TRAIL, ATPLite viability luminescence | cell killing (% activity), % at 4 µM | 220,000 compounds, 0.41% hits;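 active = cell killing above 50% in the first pass at 4 µM, then a duplicate retest at 5 µM averaging 50% or more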;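 also: plate controls were cells with TRAIL plus DMSO for no effect and medium-only wells lacking cells for full effect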
FXIIa inh 1536 – factor XIIa (human) inhibition; P00748; purified FXIIa, Boc-QGR-AMC fluorogenic substrate, 2 h; inhibition, % at 5 µM; 220,000 compounds, 0.3% hits; AID 800; in the data active = inhibition above about 40%;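 also: 0% = enzyme with no compound and 100% = blank without enzyme; many of its hits are not listed in these tables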
Target sequence (P00748 20-372 limits assumed): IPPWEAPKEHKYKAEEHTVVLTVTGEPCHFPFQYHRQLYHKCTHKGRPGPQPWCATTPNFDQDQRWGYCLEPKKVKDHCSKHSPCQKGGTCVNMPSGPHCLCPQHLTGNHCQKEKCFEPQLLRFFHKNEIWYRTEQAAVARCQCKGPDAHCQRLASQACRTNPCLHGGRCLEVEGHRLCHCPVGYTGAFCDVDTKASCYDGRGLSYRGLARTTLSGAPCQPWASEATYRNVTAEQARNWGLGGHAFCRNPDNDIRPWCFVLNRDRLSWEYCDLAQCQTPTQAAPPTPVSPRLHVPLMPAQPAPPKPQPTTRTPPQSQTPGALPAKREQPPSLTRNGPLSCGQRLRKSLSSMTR
Target sequence (P00748 373-615 limits assumed): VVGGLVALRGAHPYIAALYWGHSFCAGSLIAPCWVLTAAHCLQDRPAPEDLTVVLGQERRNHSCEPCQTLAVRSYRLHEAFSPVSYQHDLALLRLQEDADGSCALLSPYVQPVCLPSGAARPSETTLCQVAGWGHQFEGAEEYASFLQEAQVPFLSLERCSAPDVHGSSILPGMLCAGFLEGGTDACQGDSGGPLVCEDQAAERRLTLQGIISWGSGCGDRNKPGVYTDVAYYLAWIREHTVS
zVAD death inh – blocks zVAD induced death of L929 cells; AID 1377; 220,000 compounds, 0.38% hits; viability rescue, % at 10 µM; L929 zVAD necroptosis rescue, ATP luminescence, 24 h; with zVAD 60 µM;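 active = activation, scaled between plate controls, above about 75%, limit read from the data; inactive = activation under that limit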;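 also: 0% = zVAD with DMSO and 100% = DMSO alone without zVAD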
Starred values were filed as active, the others as inactive; . = no result given; & = joins results of further samples.

Start of the data: the first 5 entries, to show the layout:
No.	smiles	TbHK1 inh	CHOP inh	Wee1 stabilizer	FXIa inh 1536	EP2 antag
1	CCCC1CC(C)(/C(C)=N\NC(N)=S)OC1=O (stereo unspecified)	-2	-12	-2	-7	4
2	NC(=O)[C@H]1CC2(CC(c3cccc(NC(=O)COc4ccc(Cl)cc4)c3)=NO2)CN1C(=O)c1ccccc1C(=O)c1ccccc1 (stereo partly specified)	-14	30	.	4	12
3	COc1ccccc1-c1cc(C(F)(F)F)nc(N2CCCCC2)n1	-7	61	0	-11	8
4	CCOC(=O)C1CCN(C(=O)Cc2c(F)cccc2Cl)CC1	-7	19	-1	4	17&16
5	N#CCCN(C(=O)COc1ccc(Cl)cc1Cl)c1ccccc1	3	35	0	10	7

No.	TNF necrop inh	PPC-1+TRAIL kill	FXIIa inh 1536	zVAD death inh
1	0.6	12	0	-0.3
2	-6.9	18	12	0.0
3	-0.1	-9	9	0.5
4	0.3	-20	15	-0.7
5	1.1	2	17	0.0

This part in full (from the top)
No.	smiles	TbHK1 inh	CHOP inh	Wee1 stabilizer	FXIa inh 1536	EP2 antag
1	CCCC1CC(C)(/C(C)=N\NC(N)=S)OC1=O (stereo unspecified)	-2	-12	-2	-7	4
2	NC(=O)[C@H]1CC2(CC(c3cccc(NC(=O)COc4ccc(Cl)cc4)c3)=NO2)CN1C(=O)c1ccccc1C(=O)c1ccccc1 (stereo partly specified)	-14	30	.	4	12
3	COc1ccccc1-c1cc(C(F)(F)F)nc(N2CCCCC2)n1	-7	61	0	-11	8
4	CCOC(=O)C1CCN(C(=O)Cc2c(F)cccc2Cl)CC1	-7	19	-1	4	17&16
5	N#CCCN(C(=O)COc1ccc(Cl)cc1Cl)c1ccccc1	3	35	0	10	7
6	Cc1cnc(C(=O)Nc2ccc(F)cc2)cn1	-1	-13	-2	1	4
7	Cc1ccc(NC(=O)Cn2ccsc2=N)c([N+](=O)[O-])c1	1	-10	-3	0	8
8	COc1ccc(C(=O)CSc2ncnc3nc[nH]c23)cc1	-4	4	3	3	12
9	O=C(Nc1c2ccccc2nc2ccccc12)C(Cl)(Cl)Cl	2	32	3	-5	12
10	Cc1cc(C)n2cc(CSc3nnc(N)s3)nc2n1	-1	27	2	-1	7

No.	TNF necrop inh	PPC-1+TRAIL kill	FXIIa inh 1536	zVAD death inh
1	0.6	12	0	-0.3
2	-6.9	18	12	0.0
3	-0.1	-9	9	0.5
4	0.3	-20	15	-0.7
5	1.1	2	17	0.0
6	-1.0	25	11	0.0
7	3.2	0	2	0.4
8	0.0	0	7	0.6
9	-24	6	1	75
10	0.6	14	-4	0.0

Carrying on.
No.	smiles	TbHK1 inh	CHOP inh	Wee1 stabilizer	FXIa inh 1536	EP2 antag
11	CC1C(=O)C(C)C(c2ccc([N+](=O)[O-])cc2)NC1c1ccc([N+](=O)[O-])cc1 (stereo unspecified)	-9	-8	0	-8	5
12	O=C1CN(c2nc(-c3ccccc3)c3cc(Br)ccc3n2)c2ccccc2N1	-3	-2	-1	-1	.
13	CCOc1ccc(C(=O)CSc2nnc(C3CC3)n2C)cc1	1	7	-1	14	.
14	Cc1ccc2cccc(NC(=S)NC(=O)c3ccnn3C)c2n1	-11	65	-2	6	6
15	N#C/C(=C(/O)COc1ccc(Br)cc1)c1nnc2n1CCCCC2	-4	-8	-2	-3	8
16	Cc1ccc(-c2nn(C)c(=O)c3ccccc23)cc1S(=O)(=O)N1CCCC1	3	-10	4	-1	14
17	CCn1c(=O)cc(SCC(=O)NCCCN2CCN(c3ccc(F)cc3)CC2)c2ccccc21	-17	53	-5	9	16
18	COC(=O)c1scc(C)c1N/N=C(\C)c1ccc(F)cc1	-10	1	-1	-3	4
19	O=C(NNC(=O)c1cc([N+](=O)[O-])ccc1Cl)c1cccs1	-4	15	0	22	2
20	CN(C)C(=O)CS(=O)(=O)c1ccc(Cl)cc1	0	-7	-1	17	8

No.	TNF necrop inh	PPC-1+TRAIL kill	FXIIa inh 1536	zVAD death inh
11	1.9	.	-1	0.9
12	-0.7	-4	19	1.3
13	-1.2	30	21	-1.3
14	0.5	12	6	0.6
15	1.1	4	1	0.9
16	-3.6	16	7	-0.2
17	-10	6	12	-0.1
18	0.9	2	-7	-1.3
19	1.1	21	7	1.4
20	2.0	-5	9	-0.5

The list continues.
No.	smiles	TbHK1 inh	CHOP inh	Wee1 stabilizer	FXIa inh 1536	EP2 antag
21	CCOC(=O)C1CCN(C(=O)CN(c2ccc(OC)cc2)S(=O)(=O)c2c(C)noc2C)CC1	0	-8	1	1	13
22	Oc1c(CN2CCCCC2)cc(Br)c2cccnc12	1	.	-2	-2	14
23	Cc1ccc(/C=C/C(=O)NC(=S)N2CCN(c3ccc(F)cc3)CC2)cc1	-31	7	0	0	16
24	COc1ccc(-c2nc3ccccc3nc2-c2ccccc2)cc1	-5	49	-1	-5	5
25	COc1ccc(NC(=O)CCN2C(=O)c3ccccc3S2(=O)=O)c(OC)c1	6	0	-3	13	8
26	CCOc1ccc(-n2c(=S)sc3c(=O)[nH]c(SCC(=O)N4CCC(C)CC4)nc32)cc1	-22	40	-3	4	-2
27	Cc1nn(-c2ccccc2)c(N)c1C(O)(CC(=O)C(F)(F)F)C(F)(F)F (stereo unspecified)	-11	26	1	7	2
28	C=CCn1c(C)cc(C(=O)COC(=O)[C@@H](NC(=O)c2ccccc2Cl)C(C)C)c1C	-8	45	3	2	5
29	CCOC(=O)C1=C(C)n2c(s/c(=C/c3cccc([N+](=O)[O-])c3)c2=O)=NC1c1ccc(O)c(OC)c1 (stereo unspecified)	-26	30	2	1	5
30	Cc1cccc(OCC(=O)N2CCN(C(=O)Cc3ccccc3)CC2)c1	1	-10	-3	-6	13

No.	TNF necrop inh	PPC-1+TRAIL kill	FXIIa inh 1536	zVAD death inh
21	0.7	21	9	0.2
22	-16	-9	5	0.7
23	0.9	6	4	0.4
24	0.5	-9	1	3.9
25	0.7	0	10	-1.2
26	-0.7	7	2	0.1
27	0.0	2	6	0.5
28	-2.0	77*	8	1.7
29	-5.2	12	-3	-0.6
30	0.7	-4	-4	-0.1

The list continues.
No.	smiles	TbHK1 inh	CHOP inh	Wee1 stabilizer	FXIa inh 1536	EP2 antag
31	CSc1ccccc1C(=O)NCc1ccc(S(N)(=O)=O)cc1	-3	-9	2	0	2
32	Cc1ccn2c(C(=O)CSc3ccc(Cl)cc3Cl)c(C)nc2c1	-11	5	1	6	11
33	O=C(Nc1ccccc1)Nc1ncc([N+](=O)[O-])s1	9	86*	-1	6	2
34	CCC(=O)Nn1cnc2c(c1=O)C1(CCCCC1)Cc1ccccc1-2	-12	2	2	2	14
35	Cc1ccc(Oc2nnc(-c3ccccc3)c3ccccc23)cc1	-6	48	-1	-6	7
36	Cc1cccc2cc(CN(CCCN3CCOCC3)Cc3nnnn3C(C)(C)C)c(=O)[nH]c12	-13	28	0	4	13
37	O=C(CSc1nnc(Cc2ccccc2)o1)N1CCOCC1	0	-42	-1	-11	6
38	NC(=O)NC(c1ccccc1)c1ccccc1	0	-39	2	5	17
39	CC(NS(=O)(=O)c1ccc(Br)cc1)C(N)=O (stereo unspecified)	3	1	-4	-5	11
40	CN(C)CCCN(C(=O)c1ccc2c(c1)CCCC2)c1nc2ccc(Cl)cc2s1	10	90*	-4	4	9

No.	TNF necrop inh	PPC-1+TRAIL kill	FXIIa inh 1536	zVAD death inh
31	0.4	16	11	1.2
32	0.1	12	10	1.3
33	0.1	24	10	2.1
34	-0.2	14	8	-0.1
35	-2.8	14	-3	0.0
36	2.4	12	13	0.4
37	0.2	6	-5	1.4
38	0.6	20	11	1.7
39	0.4	9	-12	-0.7
40	4.9	3	0	2.2

(listing goes on)
No.	smiles	TbHK1 inh	CHOP inh	Wee1 stabilizer	FXIa inh 1536	EP2 antag
41	O=C(C[n+]1ccccc1)N/N=C/c1cccs1	-6	-5	-3	-1	3
42	COc1ccc(CC(=O)Nc2c3c(nn2-c2cccc(Cl)c2)CS(=O)C3)cc1 (stereo unspecified)	-3	10	5	-1	18
43	Cn1c(=O)c2[nH]c(-c3ccccc3)c(O)c2n(C)c1=O	0	16	-3	-9	9
44	O=C(NCC1CCCO1)c1ccc(NC(=O)C2CCCCC2C(=O)O)cc1 (stereo unspecified)	5	31	-3	1	19
45	Cc1ccc(-c2cc(C(F)(F)F)n3nc(C(=O)N4CCCC4)cc3n2)cc1	-2	.	2	.	.
46	CSc1ccc(CN2CCN(Cc3ccccc3)C(CCO)C2)cc1 (stereo unspecified)	5	12	-2	4	3
47	O=C(Cc1c(F)cccc1Cl)c1ccc(O)cc1O	-35	37	0	0	2
48	COc1ccc(C(=O)NCc2nnc(SCC(=O)NCc3ccc(F)cc3)o2)cc1	1	20	3	3	26
49	C=CCN1C(=O)C(O)(CC(=O)c2ccc(N)cc2)c2ccccc21 (stereo unspecified)	-25	18	-2	6	9
50	CC(C)(C)C1CCc2c(sc3nc(SCC(=O)O)nc(N)c23)C1 (stereo unspecified)	-3	65	4	1	5

No.	TNF necrop inh	PPC-1+TRAIL kill	FXIIa inh 1536	zVAD death inh
41	-0.2	-8	6	0.2
42	-0.5	12	0	0.5
43	-0.2	-3	0	0.3
44	-1.6	10	3	-0.1
45	-0.5	.	.	0.4
46	0.0	4	8	-0.9
47	-1.1	14	-4	1.2
48	-0.3	47	19	-0.4
49	-0.7	15	5	-0.2
50	0.2	2	9	0.1

Next part:
No.	smiles	TbHK1 inh	CHOP inh	Wee1 stabilizer	FXIa inh 1536	EP2 antag
51	COc1ccc([N+](=O)[O-])cc1N(CC(=O)N1CCCC1)S(C)(=O)=O	-7	-10	1	-3	9
52	COc1ccccc1NC(=O)COc1ccc(C(=O)OCC(=O)N2CCCC2=O)cc1OC	-3	-22	-2	12	11
53	Cc1ccc(NC(=O)/C(=C/c2ccc([N+](=O)[O-])cc2)NC(=O)c2ccccc2)cc1	-16	104*	-2	1	4
54	COc1ccc(C(=O)/C=C/C(=O)N(Cc2ccccc2OC)C(C(=O)NC2CCCCC2)c2ccncc2)c(O)c1 (stereo unspecified)	-2	16	5	3	6
55	Cc1ccc(C(=O)c2ccc([N+](=O)[O-])cc2)cc1C	40	32	-3	7	11

No.	TNF necrop inh	PPC-1+TRAIL kill	FXIIa inh 1536	zVAD death inh
51	-0.7	30	7	-0.4
52	-0.4	5	-2	-0.1
53	0.3	2	6	-0.1
54	3.9	-14	6	0.6
55	-1.2	-7	19	1.9

Not all compounds are listed. The share of hits here may be higher or lower than overall.
